# Screening data as filed in PubChem.
# MCF10A rereplic – DNA re-replication induction in MCF 10a cells | MCF 10A DNA re-replication, Hoechst nuclear intensity, 48 h | 2.9% of 350,000 active | Potency, µM (series often up to 46.1 µM), for the others: top-dose activity, positive = re-replication, usual class: activators; note: potency is the fitted concentration of half-maximal effect; % of control where 0% means no effect; nearly all actives have a fitted effect of over 50% in size
# SW480 rerep – induces DNA re-replication in SW480 colon adenocarcinoma cells; SW480 DNA re-replication, Hoechst DNA content imaging, 48 h; Potency, µM (top dose mostly 46.1 µM), for inactives: top-dose re-replication activation, hits mostly activators; 1.8% of 340,000 active; AID 624297; note: potency is the fitted concentration of half-maximal effect; % of control where 0% means no effect; nearly all actives have a fitted effect of over 55% in size
#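 Cells (250 per well) received 23 nL compound or DMSO by pin tool and were kept 48 hr at 37 C, 5% CO2. Nuclei were then stained with Hoechst for 40 min and scanned for DNA content.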
# HT1080 IDH1KD tx – HT-1080 IDH1 knockdown cell toxicity (counter line). HT-1080 IDH1 knockdown viability, ATP luminescence, 48 h. Potency, µM (titrated, usually from 46.1 µM), inactives show at the top dose activity, negative = toxicity, most hits filed as cytotoxic. 2% of 360,000 active;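 note: potency is the fitted concentration of half-maximal effect; 0% = DMSO wells and -100% = cell-free medium wells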
#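 Knockdown cells (IDH1KD HT-1080) received compounds 2 h after plating at 750 cells/well and were kept 48 h at 37 °C in 5% FBS RPMI. A CellTiter-Glo luminescence read gave % activity for curve fitting.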
# KB-V1 MDR tox – kills drug-selected multidrug resistant KB-V1 cells | KB-V1 MDR cells viability, CellTiter-Glo, 72 h | 3.4% of 400,000 active | Potency, µM (titrated, usually from 46.1 µM), inactives show at the highest dose activity change, negative = cytotoxicity, most hits filed as cytotoxic; note: potency is the fitted concentration of half-maximal effect; % is set by controls: 0 for no effect and ±100 for the full control effect; nearly all actives have a fitted effect of over 60% in size
#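 Compound-treated KB-V1 multidrug-resistant cells, 72 h, 37 degrees C; viability by CellTiter-Glo. Fitted qHTS curves give the values.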
# HT1080-NT tox – kills 2HG-producing HT-1080-NT fibrosarcoma cells. 1.6% of 360,000 active. Potency, µM (titrated, usually from 46.1 µM), for the others: at the highest dose activity, negative = less viability, actives largely listed as cytotoxic. HT-1080-NT fibrosarcoma viability, CellTiter-Glo ATP luminescence, 48 h;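 note: NT is the 2HG producing partner of a matched IDH1 knockdown line; potency is the fitted concentration of half-maximal effect; 0% = DMSO-treated cells and -100% = media-only wells without cells; nearly all actives have a fitted effect of over 55% in size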
#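 HT-1080-NT fibrosarcoma cells (2HG-overproducing), 750 cells/well in RPMI with 5% FBS, dosed after 2 h and incubated 48 h at 37C. CellTiter-Glo luminescence normalized to DMSO and no-cell wells; concentration-response curves fitted and classed.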
# WRN inhibitor – WRN helicase (human) inhibition | WRN helicase unwinding, fluorescent forked duplex, kinetic | Potency, µM (top dose mostly 114 µM), for the others: at the top dose activity change, negative = inhibition, hits mostly inhibitors | 0.46% of 360,000 active | AID 651768; note: potency is the fitted concentration of half-maximal effect; % is set by controls: 0 for no effect and ±100 for the full control effect; nearly all actives have a fitted effect of over 55% in size
# Target sequence (Q14191 whole entry, looked up): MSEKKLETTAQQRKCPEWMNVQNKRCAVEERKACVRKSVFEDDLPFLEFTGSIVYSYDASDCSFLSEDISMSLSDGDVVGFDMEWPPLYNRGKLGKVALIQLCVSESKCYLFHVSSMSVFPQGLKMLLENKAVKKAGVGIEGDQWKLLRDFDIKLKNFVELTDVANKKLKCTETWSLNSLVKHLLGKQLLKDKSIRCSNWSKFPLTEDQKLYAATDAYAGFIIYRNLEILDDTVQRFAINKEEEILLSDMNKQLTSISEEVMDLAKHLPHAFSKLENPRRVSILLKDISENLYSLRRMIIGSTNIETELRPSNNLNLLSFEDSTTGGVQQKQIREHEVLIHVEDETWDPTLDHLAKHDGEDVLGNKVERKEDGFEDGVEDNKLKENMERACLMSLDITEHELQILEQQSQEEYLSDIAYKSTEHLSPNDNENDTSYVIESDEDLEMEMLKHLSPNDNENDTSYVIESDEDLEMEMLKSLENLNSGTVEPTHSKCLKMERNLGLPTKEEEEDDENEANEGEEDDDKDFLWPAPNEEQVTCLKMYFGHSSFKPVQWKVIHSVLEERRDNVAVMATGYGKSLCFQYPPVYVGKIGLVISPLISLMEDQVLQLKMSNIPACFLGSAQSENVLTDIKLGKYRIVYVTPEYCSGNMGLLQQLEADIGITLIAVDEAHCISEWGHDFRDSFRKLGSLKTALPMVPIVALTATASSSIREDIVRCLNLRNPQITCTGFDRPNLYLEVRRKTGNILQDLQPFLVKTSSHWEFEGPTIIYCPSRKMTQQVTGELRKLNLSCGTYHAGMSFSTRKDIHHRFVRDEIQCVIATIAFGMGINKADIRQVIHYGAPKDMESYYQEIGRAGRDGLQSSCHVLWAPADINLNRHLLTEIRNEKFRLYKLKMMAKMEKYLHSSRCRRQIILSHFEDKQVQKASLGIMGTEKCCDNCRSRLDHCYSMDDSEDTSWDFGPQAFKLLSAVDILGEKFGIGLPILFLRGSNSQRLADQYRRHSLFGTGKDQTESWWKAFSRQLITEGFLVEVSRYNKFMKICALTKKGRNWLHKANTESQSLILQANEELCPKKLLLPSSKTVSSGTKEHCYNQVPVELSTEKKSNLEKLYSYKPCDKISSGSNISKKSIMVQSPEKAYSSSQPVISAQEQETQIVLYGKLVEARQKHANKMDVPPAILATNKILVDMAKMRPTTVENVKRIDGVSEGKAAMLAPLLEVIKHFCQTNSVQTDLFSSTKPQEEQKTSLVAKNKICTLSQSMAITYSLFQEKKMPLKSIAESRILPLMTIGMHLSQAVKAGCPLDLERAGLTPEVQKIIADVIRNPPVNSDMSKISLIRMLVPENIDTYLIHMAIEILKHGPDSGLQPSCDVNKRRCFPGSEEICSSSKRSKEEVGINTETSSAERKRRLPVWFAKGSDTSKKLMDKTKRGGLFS
#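 Kinetic fluorescence helicase assay: unwinding of a quenched forked DNA duplex (100 nM final) with 2 mM ATP final raises red fluorescence (525/598 nm). Compounds sat 15 min at room temperature with 20 nM WRN beforehand.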
# IL1B secr inh – blocks inflammasome-driven IL-1 beta release; AID 743279; THP-1 LPS/ATP IL-1B secretion, AlphaLISA, 16 h; stronger effect = lower value; 4.7% of 360,000 active; activity change, % at 57.5 µM; in the data active = activity change below about -50%; inconclusive = mostly about -30% to -49%; note: % is set by controls: 0 for no effect and ±100 for the full control effect
#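 Secreted IL-1B measured by AlphaLISA bead assay after 16 h compound exposure of THP-1 cells; compounds (final up to 57.5 uM) added 1 h before LPS (250 ng/mL) and ATP (1.25 mM) stimulation; lower signal means less secretion.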
# KB-3-1 cytotox – kills parental KB-3-1 adenocarcinoma cells; 1.4% of 400,000 active; Potency, µM (series often up to 46.1 µM), for inactives: top-dose activity change, negative = cytotoxic, most hits filed as cytotoxic; AID 1347075; KB-3-1 viability, CellTiter-Glo ATP luminescence, 72 h; note: potency is the fitted concentration of half-maximal effect; % is set by controls: 0 for no effect and ±100 for the full control effect; nearly all actives have a fitted effect of over 60% in size
#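 Cytotoxicity measured as CellTiter-Glo luminescence after 72 h at 37 C. Compound titrations were pinned onto drug-naive KB-3-1 parental adenocarcinoma cells grown in DMEM with 10% FBS, and normalized data fitted to concentration-response curves.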
# ATXN2 expr inh – inhibitors of ATXN2 expression; 0.72% of 360,000 active; Potency, µM (titrated, usually from 57 µM), without a hit: at the top dose activity change, negative = inhibition, most hits filed as inhibitors; HEK-293 ATXN2-luciferase reporter, luminescence, 24 h; note: potency is the fitted concentration of half-maximal effect; % is set by controls: 0 for no effect and ±100 for the full control effect; nearly all actives have a fitted effect of over 55% in size
#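 ATXN2-luciferase reporter cells (luciferase flanked by upstream and downstream ATXN2 gene portions) were treated 24 h at 37 °C with compounds at up to 57 uM. SteadyGlo luminescence gave expression; GF-AFC fluorescence gave viability.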
# Active calls of the source: *; i = inactive; u = inconclusive; x = no result given; [ ] = another dose, or the depositor's remark. Unless noted, calls come from the whole dose curve; as a rule, active = well fitted curve in the direction sought with a large enough effect; inconclusive = small, poorly fitted or top-dose-only effect, or another doubt; inactive = no such curve, though single readings can be large; an effect the other way counts as inactive or inconclusive.
smiles | MCF10A rereplic | SW480 rerep | HT1080 IDH1KD tx | KB-V1 MDR tox | HT1080-NT tox | WRN inhibitor | IL1B secr inh | KB-3-1 cytotox | ATXN2 expr inh
FC(F)(F)c1ccc(/C=N/N2CCN(Cc3cccc4ccccc34)CC2)cc1 | 7% | -4% | 4% | 7% | 8% | 4% | -25 | -1% | -8%
O=C(Nc1nc2c(F)cccc2s1)C1CC1 | 2% | -12% | -1% | -1% | 13% | 6% | 22 | -21% | 21%
CC(C(=O)OCC(=O)c1ccc(Br)cc1)N1C(=O)C2C3C=CC(C3)C2C1=O (stereo unspecified) | 6% | -4% | 11% | 1% | 18% | 4% | -3 | 9% | 10%
CCn1nc(C)cc1Nc1ccccc1 | 1% | -13% | -2% | -1% | 1% | 0% | 67 | 8% | x
Cc1cccc(OCCOCCN2CCNCC2)c1C | 6% | 0% | -1% | 0% | -6% | -21% | 1 | -3% | -16%
Cc1cc(NC(=O)CCCn2cnc([N+](=O)[O-])n2)no1 | 9% | u | -1% | 0% | 1% | 3% | 7 | 8% | 6%
O=C(Nc1nccs1)C1CCCN(S(=O)(=O)c2cccnc2)C1 (stereo unspecified) | 3% | 0% | -5% | -20% | -2% | 0% | 2 | -1% | -12%
O=C(CCCc1nc(-c2ccccc2Cl)no1)NC1CCCCC1 | -9% | 0% | -4% | u | -4% | -30%[57.1 µM] | 18 | -11% | -12%
O=C(COC(=O)CC1CC2CCC1C2)Nc1ccccc1[N+](=O)[O-] (stereo unspecified) | 3% | 1% | 14% | -14% | 0% | -3% | -8 | 0% | 5%
CCCCN(CC)CCNC(=O)Cn1cnc2sc(C)c(S(=O)(=O)N3CCOCC3)c2c1=O | -6% | 1% | 7% | 24% | 9% | 2% | -4 | 3% | 13%
O=S(=O)(c1ccc(SCCOc2ccc(Cl)cc2)nc1)N1CCCC1 | 2% | -35%[inhibitor] | -13% | u | -2%[9.24 µM] | -2% | u | u | u
Cc1ccccc1S(=O)c1ccccc1C(=O)O (stereo unspecified) | -6% | -13% | 13% | 4% | -1% | 1% | 15 | -11% | 14%
Clc1c(CSc2nc3ccccc3o2)nc2sccn12 | 22% | -3% | -20% | -1% | 2% | 3% | -6 | u | 37%[activator]
Cc1ccc(SCCNC(=O)C(CO)(CO)CO)cc1 | -2% | -2% | -22%[9.24 µM] | 1% | -18% | -1%[57.1 µM] | 4 | -25% | 0%
Cc1nc2ccc(C(=O)OCc3nnc(-c4ccc(Br)cc4)o3)cc2nc1C | -2% | -1% | -1% | 0% | 2% | -18% | i | -3% | u
CCOC(=O)c1ccc(NC(=O)CSCCC(=O)O)cc1 | -1% | -17% | 15% | -16% | 11% | 5% | 0 | 11% | -8%
Cc1ccsc1/C=N/NC(=O)CNC(=O)c1cccc([N+](=O)[O-])c1C | 1% | -1% | -8% | 20% | -11% | 14% | 5 | -8% | x
CC(C)(C)c1ccc(-n2ncc3c2CCCC3NC(=O)CN2CCOC2=O)cc1 (stereo unspecified) | 28% | 8% | -23% | -18% | -13% | 4% | -28 | -8% | u
COC1(OC)N=C(NC(=O)Nc2ccccc2)C2(C#N)C(c3ccccc3)C12C#N (stereo unspecified) | 8% | -2% | 16% | u | 23% | -3% | 0 | 26% | -8%
CN(C)c1cccc(C(=O)NNC(=O)CSc2ccccc2)c1 | 7% | 0% | 13% | -3% | 2% | 10% | -12 | 5% | 31%
Cc1[nH]c(=O)[nH]c(=O)c1S(=O)(=O)Nc1ccc(F)c([N+](=O)[O-])c1 | -7% | -6% | 4% | 0% | 3% | 4% | -1 | 2% | -3%
CC(C)(CO)Nc1nc(Cl)nc(NC2CCCCC2)n1 | -1% | -11% | 3% | -9% | 0% | -4% | 12 | 2% | x
Cc1ccc(N2CC(C(=O)Nc3ccccc3N3CCCC3)CC2=O)cc1 (stereo unspecified) | 1% | u | -21% | u | -24% | 7% | 24 | u | -10%
Cc1ccc(NC(=O)CN(C)C(=O)CNC(=O)c2ccc3c(c2)OCO3)cc1 | 1% | 2% | -2% | 0% | 2% | -4% | 43 | 7% | 4%
Nc1ccccc1Nc1cc(-c2ccccc2)[nH]n1 | u | 8% | u | u | u | -30% | -94* | 0% | 48%[activator]
COCCNC(=O)[C@@H]1CCCN1C(=O)C1CCN(S(=O)(=O)c2ccc(C)cc2)CC1 | 0% | -3% | -2% | 11% | 11% | 0% | -2 | 9% | 8%
COc1ccc(OCC(=O)N2CCN(C(=O)COc3ccc(Br)cc3)CC2)cc1 | -2% | -15% | -12% | -25% | -9% | -2% | -30 | 18% | x
CCOc1ccc(C(Nc2ccc(C)cc2)P2(=O)OCCC(C)O2)cc1 (stereo unspecified) | 0% | -1% | 0% | 14% | -3% | -1% | 4 | 2% | 5%
Cc1ccc(N2C(N)=C(C#N)C(c3cccs3)C3=C2CC(C)(C)CC3=O)cc1 (stereo unspecified) | 12% | u | -5% | 7.3µM* | 0% | -12% | u | u | 1%
COC(=O)c1ccc(C2C(C(C)=O)=C(C)Nc3ncnn32)cc1 (stereo unspecified) | 11% | u | -2% | -33% | 3% | 0% | 13 | -4% | 0%
CCOC(=O)c1nnc(-c2ccccc2)o1 | 7% | -4% | 9% | 11% | 19% | -8% | 0 | -2% | -1%
Cc1cc2oc(=O)cc(CN3CCN(Cc4ccccc4)CC3)c2cc1Cl | 8% | 1% | -1% | -16% | -2% | -3% | 15 | u | -1%
O=C(c1ccccc1)N1CCN(C(=O)c2ccc3c(c2)OCCO3)CC1 | 1% | 0% | 18% | -19% | 11% | -6% | -9 | 3% | -9%
CCSc1nc2n(n1)C(c1cccc(F)c1)C1=C(CCCC1=O)N2 (stereo unspecified) | -1% | -6% | 10% | 13µM* | 5% | -1% | -4 | 4% | 1%
CCN(CC)c1ccc(C=Nc2cccnc2Cl)c(O)c1 | -1% | 5% | -1% | 1% | -1% | -2% | -16 | 3% | 7%
O=c1[nH]cn[nH]1 | 26% | -7% | 3% | 10% | 4% | -2% | 15 | 0% | 4%
CCn1ncc(N(C)N)c(Cl)c1=O | -25% | -20% | 17% | 2% | -2% | 10% | -12 | 8% | 0%
CCCCCOC(=O)C1=C(C)NC(=O)NC1c1ccc([N+](=O)[O-])cc1 (stereo unspecified) | u | -4% | -18% | u | -8% | -18% | u | -6% | 1%
Cc1ccc(S(=O)(=O)N2CCN(C)CC2)c(C)c1 | -1% | -7% | 4% | u | -3% | 9% | 2 | 11% | -2%
CCO[C@@H]1OC(C(=O)Nc2ccccc2)=C[C@H](c2ccccc2)[C@H]1CCCO | 19% | -6% | 9% | -16% | 7% | -1% | -4 | 1% | 1%
COc1cc(/C=C2/C(=O)N(c3ccc(Br)cc3)N=C2C)cc(OC)c1OC | u | 0% | -16% | 5% | -24% | -16% | 21 | -17% | -13%
CCCNC(=O)c1cc2c(c(-c3cccc(-c4ccccc4F)c3)n1)[C@@H](CCO)N(C(=O)CC1CC1)C2 | x | x | u | 23µM* | u | -4% | -16 | u | u
CC(C)n1nnnc1C1c2ccccc2C(=O)N1CCc1c[nH]c2ccccc12 (stereo unspecified) | x | x | 12% | u | 2% | -4% | -1 | -3% | 67%[activator]
COCc1cc(=O)n2c([nH]c3ccccc32)c1C#N | -2% | -8% | 0% | u | 0% | -4% | 12 | -12% | 18%
CCOCC(=O)OCC(=O)Nc1cc(OC)c([N+](=O)[O-])cc1C | -2% | 1% | -1% | -6% | -8% | -3% | 20 | -4% | -17%
O=C(OCCN=C1NS(=O)(=O)c2ccccc21)c1ccccc1 | -1% | -3% | -4% | -3% | -3% | 0% | 22 | 15% | -13%
CCCc1cnc(NCCNCC(O)COc2ccc(Cl)c(Cl)c2)nc1 (stereo unspecified) | u | u | 21µM* | u | 18µM* | 8% | x | -27% | u
Cc1cc(C)cc(NC(=O)C2C3C=CC4(O3)C2C(=O)N(CCN2CCCCC2)C4C(=O)NC2CCCCC2)c1 (stereo unspecified) | 0% | -3% | -1% | 8% | 1% | -4% | -11 | -4% | -12%
Cc1nc2c(=O)n(-c3cccc(C(F)(F)F)c3)nc(C)c2s1 | -1% | -9% | 17% | 0% | 5% | 2% | 8 | 7% | -4%
CC(C)(C)NC(=O)NC(=O)COC(=O)c1cccc(NS(=O)(=O)c2ccc(F)c(F)c2)c1 | 5% | 0% | -16% | -28% | -23% | -11% | 25 | 9% | 1%

# Continuation.
smiles | MCF10A rereplic | SW480 rerep | HT1080 IDH1KD tx | KB-V1 MDR tox | HT1080-NT tox | WRN inhibitor | IL1B secr inh | KB-3-1 cytotox | ATXN2 expr inh
CC(C)C[C@@H](CNCC(=O)[C@H](CC(C)C)NC(=O)c1[nH]cnc1C(=O)N[C@@H](C)CN)NC(=O)c1nc[nH]c1C(=O)N[C@@H](CC(=O)O)C(=O)O | 2% | -1% | -4% | 9% | 9% | 2%[11.6 µM] | -55* | -17% | 2%
CC(=O)Nc1cccc(NC(=O)CSc2nc(=O)n(CCN3CCOCC3)c3c2CCCC3)c1 | 3% | -10% | 19% | -2% | 13% | -2% | 0 | -2% | 5%
COC(=O)c1ccc(COc2ccc3c4c(c(=O)oc3c2)CCC4)o1 | 6% | 0% | -4% | -1% | -6% | -24% | -25 | -8% | -2%
O=C(c1ccco1)N1CCN(c2ncnc3scc(-c4ccccc4)c23)CC1 | 21% | 3%[9.22 µM] | 10µM* | -6% | 7.3µM* | -10% | 1 | -5% | -11%
Cc1csc(=O)n1CC(=O)OCC(=O)Nc1ccc(C(N)=O)cc1 | 3% | 4% | -2% | -23% | 0% | 1% | 0 | -19% | x
Cc1ccc(OCC(=O)N(Cc2nnc(-c3ccccc3Cl)o2)C2CC2)cc1C | 7% | -22% | 1% | -11% | 7% | 4% | -8 | -4% | 9%
